Screening data: PubChem, The Scripps Research Institute Molecular Screening Center
DDE Tn7 FP inh = inhibitors of Tn7 peptide binding to human fibrin DD(E); P02675; FP displacement of FITC-Tn7 peptide from fibrin DD(E); 0% = median of compound wells per plate; inhibition, % at 8.3 µM; hit rate 0.13% among 370,000;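 active means inhibition above the mean of compounds falling within the control limits plus 3 SD of them, cut at about 14% in these data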;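 further: 0% = plate median of compound wells and 100% = 10 µM Aha-Tn7 peptide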
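Test system – human fibrin DD(E) · Times – 10 min preincubation, 3 h with tracer, room temperature · Detection – fluorescence polarization of the labelled Tn7 tracer · Measure – percent inhibition normalized to high-control wells · Benchmarks – high control wells with 10 µM unlabelled Aha-Tn7 peptide (full inhibition) · Repeats – singlicate testing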
PRMT1 inh = blocks human protein arginine methyltransferase 1 | Q99873 | recombinant PRMT1, activity-based probe fluorescence polarization | inhibition, % at 2.79 µM | hit rate 1.3% among 370,000;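 active means inhibition above about 21% made by adding two undisclosed values, limit read from the data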
SIAE inh = human SIAE inhibition, primary screen. SIAE FP-Rh probe binding, fluorescence polarization. hit rate 0.69% among 370,000. inhibition, % at 9.66 µM. Q9HAT2;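 active means inhibition above a cutoff: mean of compounds within the control limits plus 3 SD of those, cut at about 17% in these data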;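 further: 0% = plate median of compound wells and 100% = probe without SIAE protein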
TCR-CD3 inh = blocks the human TCR-CD3 interaction; AID 651800; inhibition, % at 9.4 µM; TAMRA-labeled TCR probe fluorescence, biochemical; hit rate 0.37% among 360,000; in the data active means inhibition above about 19%;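 further: recombinant mutant TCR 2C K166C tagged with TAMRA read by polarization; 0% = receptor in buffer alone and 100% = receptor with positive control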
LEDGF integ inh = blocks HIV-1 LEDGF/p75-dependent DNA integration; TR-FRET IN-LEDGF/p75 DNA integration, Eu/Cy5; inhibition, % at 3.7 µM; hit rate 0.64% among 370,000; AID 743269;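 active means inhibition above the screen-wide mean plus 3 SD, cut at about 13% in these data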;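 further: signal is the Cy5 over europium emission ratio at 671 and 618 nm; 0% = plate median of compound wells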
TDP2 inh = TDP2 (human) inhibition, absorbance primary screen; O95551; inhibition, % at 12.8 µM; AID 720702; hit rate 0.34% among 370,000; recombinant TDP2, T5PNP hydrolysis, p-nitrophenol absorbance 415 nm;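 active means inhibition above the mean of all tested compounds plus 3 SD, set per campaign, cut at about 25% in these data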;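 further: 0% = DMSO with enzyme and 100% = buffer with substrate but no TDP2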
Target sequence (O95551 whole entry, looked up): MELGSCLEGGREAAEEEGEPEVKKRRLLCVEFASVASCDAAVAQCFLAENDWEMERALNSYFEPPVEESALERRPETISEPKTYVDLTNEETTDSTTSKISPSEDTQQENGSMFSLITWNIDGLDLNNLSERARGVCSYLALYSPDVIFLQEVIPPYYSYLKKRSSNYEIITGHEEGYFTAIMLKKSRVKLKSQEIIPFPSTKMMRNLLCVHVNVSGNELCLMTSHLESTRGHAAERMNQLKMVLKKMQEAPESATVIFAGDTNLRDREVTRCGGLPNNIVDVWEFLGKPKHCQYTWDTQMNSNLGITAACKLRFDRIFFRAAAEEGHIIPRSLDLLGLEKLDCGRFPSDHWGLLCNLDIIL
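System – recombinant human TDP2 · Quantity – TDP2 enzyme at 120 nM final · Doses – single concentration, 12.8 µM nominal, with 1% DMSO · Incubation – 2 h at 37 °C · Measured by – epi absorbance of p-nitrophenol freed from T5PNP by hydrolysis · Read-out – % inhibition relative to enzyme-containing and enzyme-free wells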
proKLK7 act = proKLK7 (human) activation, primary screen. purified proKLK7, EDANS-DABCYL substrate fluorescence; 100% is mature enzyme control, 0% vehicle. activation, % at 7 µM. AID 652039. P49862. hit rate 0.9% among 370,000;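 active means activation above the mean of all tested compounds plus 3 SD, computed per campaign excluding outliers beyond control limits, cut at about 13% in these data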
Target sequence (P49862 whole entry, looked up): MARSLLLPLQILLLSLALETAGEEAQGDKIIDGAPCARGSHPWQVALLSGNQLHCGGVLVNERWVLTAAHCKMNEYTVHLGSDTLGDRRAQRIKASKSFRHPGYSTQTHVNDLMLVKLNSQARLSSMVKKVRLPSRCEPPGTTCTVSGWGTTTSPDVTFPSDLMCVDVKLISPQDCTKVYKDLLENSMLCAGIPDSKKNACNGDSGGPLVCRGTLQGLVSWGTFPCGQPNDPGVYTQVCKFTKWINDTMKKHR
UHRF1 binding = human UHRF1 methylated DNA binding inhibitors; UHRF1 binding to methylated oligo, TR-FRET; inhibition, % at 4.4 µM; hit rate 0.75% among 370,000; in the data active means inhibition above about 21%;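 further: UHRF1 SRA domain binding a hemimethylated CpG hairpin DNA probe; 0% = median of test compound wells and 100% = reference inhibitor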
MBD2 inh = blocks human MBD2 binding to methylated DNA. Q9UBB5. TR-FRET, MBD2 binding to methylated oligonucleotide. inhibition, % at 4.4 µM. hit rate 0.31% among 370,000; in the data active means inhibition above about 13%
Target sequence (Q9UBB5 whole entry, looked up): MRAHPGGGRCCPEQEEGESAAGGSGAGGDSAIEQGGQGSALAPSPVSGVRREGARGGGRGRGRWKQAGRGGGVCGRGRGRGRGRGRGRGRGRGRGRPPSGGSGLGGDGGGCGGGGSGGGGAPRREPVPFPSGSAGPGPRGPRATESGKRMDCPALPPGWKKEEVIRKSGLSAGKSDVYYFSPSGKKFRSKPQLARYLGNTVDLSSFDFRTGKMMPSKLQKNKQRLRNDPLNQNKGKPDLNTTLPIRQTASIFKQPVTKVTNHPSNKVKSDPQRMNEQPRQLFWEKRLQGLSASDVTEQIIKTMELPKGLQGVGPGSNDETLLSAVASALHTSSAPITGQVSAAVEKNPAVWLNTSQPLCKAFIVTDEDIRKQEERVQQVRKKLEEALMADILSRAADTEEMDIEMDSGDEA
Tn6 DDE FP = DD(E)-Tn6 binding inhibition, primary FP screen | Fibrin DD(E) TRITC-Tn6 fluorescence polarization displacement | inhibition, % at 8.3 µM | hit rate 0.21% among 370,000 | AID 720509;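 active means inhibition above a per-campaign cutoff: mean of compounds within control limits plus 3 SD, cut at about 15% in these data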;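 further: 0% = median of all compound wells on the plate and 100% = blocking peptide control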
Starred values were filed as active, the others as inactive; nt = no result given. Not a hit list, and some 4.6% of all compounds hit somewhere here.

SMILES | DDE Tn7 FP inh | PRMT1 inh | SIAE inh | TCR-CD3 inh | LEDGF integ inh | TDP2 inh | proKLK7 act | UHRF1 binding | MBD2 inh | Tn6 DDE FP
Cc1ccc(S(=O)(=O)N2CCCCC2)cc1NC(=O)Cn1cnnn1 | 2 | 3 | -6 | -4 | -7 | -11 | 0.0 | 5 | 11 | -2
CCO[C@H]1OC(C(=O)Nc2ccccc2)=C[C@@H](c2cn(C(C)=O)c3ccccc23)[C@@H]1CCCO | -7 | 0 | -3 | 7 | 2 | -9 | 0.0 | 0 | 0 | 5
COc1ccc(-n2ncc3c(NCCCN4CCOCC4)ncnc32)cc1 | 4 | -1 | -1 | 4 | -2 | 7 | 0.2 | 3 | 1 | 0
CC(C)n1c(-c2cccs2)nc2ccccc21 | -2 | -1 | 6 | 6 | -3 | 7 | 0.4 | 0 | 2 | -1
CCOC(=O)[C@]12CCCC=C1N(Cc1ccc(OC)cc1)C(=O)[C@@H]2CC(=O)NCCCOC | -8 | 5 | -4 | nt | -5 | 1 | 0.5 | 0 | 4 | -3
O=C(CC[C@H]1O[C@@H](n2ccc(=O)[nH]c2=O)[C@H](O)[C@@H]1O)NCC1CCCO1 (some centres not stated) | -1 | -3 | -3 | 2 | -4 | 0 | 0.0 | 2 | 0 | -8
COc1ccc(C(=O)Nc2cc(OCc3ccccc3)c(Cl)cc2Cl)cc1 | -3 | -5 | -9 | 3 | -3 | -12 | 0.3 | -1 | -5 | -3
O=C(CCN1C(=O)/C(=C\c2ccccc2Cl)SC1=S)N1CCN(c2ccccc2)CC1 | -1 | 5 | -4 | -4 | -4 | -5 | 0.7 | 4 | 2 | 1
Cc1cccc(NC(=O)Nc2ccc(C#N)cc2)n1 | 1 | -4 | 1 | -7 | 1 | -4 | -0.5 | 0 | -1 | 8
COc1ccc(CC2(C)OC(c3ccc([N+](=O)[O-])cc3)=NN2C(C)=O)cc1 (configuration not stated) | -1 | -7 | 2 | 4 | 0 | 0 | 1.2 | 2 | 0 | 5
O=C(CN1C(=O)c2ccccc2S1(=O)=O)c1ccc(F)c(F)c1 | -2 | 0 | 3 | -7 | -3 | -4 | -0.1 | 3 | 0 | 1
CC(O)/C=C/C1OC(=O)CC1Nc1ccc(C=O)cc1 (configuration not stated) | -1 | 1 | -3 | 2 | -4 | -8 | 0.0 | 2 | 0 | -4
Cc1ccc(C(=O)CCC(=O)OCC(=O)Nc2ccc3[nH]c(=O)[nH]c3c2)cc1 | -4 | 8 | 8 | 3 | -3 | -3 | 0.3 | 0 | 1 | 7
COC(=O)c1cc2c(C)cc3ccc(C)cn3c-2c1C(=O)OC | -2 | 8 | 4 | 10 | 1 | 7 | 1.6 | -3 | -2 | -10
CC(C)CC(N)c1csc(Nc2ccc(S(C)(=O)=O)cc2)n1 (configuration not stated) | 4 | 8 | -3 | -7 | 0 | -6 | -0.8 | 4 | 4 | -3
C[C@H](NC(=O)c1ccco1)C(=O)N1CCCC1 | 1 | 2 | 0 | 4 | -3 | 15 | 0.2 | -1 | -6 | 2
Cc1nc2c(oc3ccccc32)c(=O)o1 | -2 | 1 | 5 | 4 | 0 | 12 | -0.6 | 9 | 2 | 4
COc1ccc(Cl)cc1NC(=O)CSc1nc2[nH]ncc2c(=O)[nH]1 | 3 | 3 | -2 | -3 | -4 | 6 | -0.8 | 0 | -3 | -1
Cc1ccc(C(=O)OCC(=O)NC2CC2)s1 | -1 | 4 | -3 | -3 | 12 | -3 | -0.3 | 11 | 10 | 7
CCOc1ccc(OCC)c(NC(=O)C2CCN(S(=O)(=O)c3c(C)noc3C)CC2)c1 | 3 | 0 | 5 | 4 | -3 | -1 | 1.1 | 15 | 3 | 3
COc1cc(OC)c(OC)cc1/C=C(\C#N)C(=O)NCc1cccs1 | -9 | -5 | 9 | -6 | 1 | -8 | 0.5 | 0 | -2 | 4
Cc1cc(N2CCCC(C(=O)Nc3cccc(Cl)c3)C2)n2ncnc2n1 (configuration not stated) | 4 | 6 | -6 | -1 | -5 | -5 | 0.4 | 3 | 0 | 1
CSC(=NS(=O)(=O)c1ccc(C)cc1)SC | 2 | 1 | -5 | 3 | -1 | -16 | -0.3 | 3 | 1 | -8
NS(=O)(=O)c1ccc(CCNC(=O)CSCc2ccccc2)cc1 | -1 | -4 | 6 | -1 | 7 | -6 | 0.1 | 0 | -7 | -2
Nc1nc(N2CCN(c3cccc(Cl)c3)CC2)n[nH]1 | -6 | 4 | 6 | -9 | -6 | -11 | -0.5 | 3 | -4 | 5
Cc1ccc(OCC(=O)O/N=C(\N)c2ccncc2)cc1C | 9 | 3 | -8 | 3 | 1 | -7 | -0.2 | -2 | -4 | 0
O=C(NCc1ccccc1)c1c(O)c2cccc3c2n(c1=O)CCC3 | -1 | 0 | -5 | 2 | -2 | 0 | -0.1 | -1 | -2 | 3
CSc1ccc(/C=C(/NC(=O)c2ccccc2)C(=O)N2CCN(C)CC2)cc1 | 0 | -6 | -8 | 2 | 3 | -7 | 0.0 | 4 | 1 | 2
CC(C)CN1C(=O)c2ccc(C(=O)Nc3ccccc3C(=O)O)cc2C1=O | -5 | -3 | -12 | 7 | 6 | -2 | 0.1 | 13 | 7 | -9
CCC(=O)Nc1nnc(S(=O)(=O)N2c3ccccc3CC2C)s1 (configuration not stated) | 1 | 3 | 1 | -4 | 1 | 11 | -0.4 | 3 | 4 | 2
O=C(Nc1cc(-c2ccccc2)nn1-c1ccccc1)c1ccccc1F | 4 | -4 | -8 | 9 | -1 | 4 | -0.6 | 2 | 0 | 9
CN(C)c1nc(OCCNC(=O)Nc2ccccc2)nc(N(C)C)n1 | 0 | 2 | 2 | -3 | -2 | 14 | -0.2 | 0 | 2 | -3
COCCn1nnnc1CN1CCC(NC(=O)Nc2cccc(OC)c2)CC1 | 6 | 4 | -2 | -9 | -3 | -4 | 0.0 | 4 | -2 | -1
O=c1c2cnn(-c3ccccc3)c2nnn1Cc1ccccn1 | -4 | 0 | 11 | -1 | -3 | -3 | -0.5 | 2 | 4 | -1
Clc1cccc(-c2ccc(CNCCCN3CCOCC3)o2)c1 | -4 | 2 | 3 | 6 | 3 | -6 | -0.6 | 1 | 2 | -6
O=C(CN1C(=O)c2cccc3cccc(c23)C1=O)NCCN1CCOCC1 | 1 | 2 | 4 | -9 | -7 | 1 | 0.8 | -4 | 0 | 1
CCCCN(C(=O)c1cccc(S(=O)(=O)N2CC(C)OC(C)C2)c1)c1c(N)n(CC(C)C)c(=O)[nH]c1=O (configuration not stated) | -6 | -1 | -1 | -5 | -8 | -10 | 0.2 | 2 | 3 | -2
CCN(CC)S(=O)(=O)c1ccc(NC(=O)COc2nc3ccccc3nc2N2CCOCC2)cc1 | -1 | 0 | -5 | 0 | 2 | -7 | -0.1 | 16 | 3 | -1
CCOC(=O)c1sc(NC(=O)CSc2n[nH]c(CC)n2)nc1C | -2 | 3 | -9 | 3 | 0 | 3 | -0.3 | 0 | -2 | -1
Cc1nn(C)c(NC(=O)c2ccccc2Cl)c1Br | 1 | -6 | 3 | 3 | 2 | -13 | -0.1 | -2 | 0 | -2

Reformatted as labelled records: part of the list above
> CSc1ccc(/C=C(/NC(=O)c2ccccc2)C(=O)N2CCN(C)CC2)cc1
- DDE Tn7 FP inh = 0
- PRMT1 inh = -6
- SIAE inh = -8
- TCR-CD3 inh = 2
- LEDGF integ inh = 3
- TDP2 inh = -7
- proKLK7 act = 0.0
- UHRF1 binding = 4
- MBD2 inh = 1
- Tn6 DDE FP = 2

> CC(C)CN1C(=O)c2ccc(C(=O)Nc3ccccc3C(=O)O)cc2C1=O
- DDE Tn7 FP inh = -5
- PRMT1 inh = -3
- SIAE inh = -12
- TCR-CD3 inh = 7
- LEDGF integ inh = 6
- TDP2 inh = -2
- proKLK7 act = 0.1
- UHRF1 binding = 13
- MBD2 inh = 7
- Tn6 DDE FP = -9

The results go on:
SMILES | DDE Tn7 FP inh | PRMT1 inh | SIAE inh | TCR-CD3 inh | LEDGF integ inh | TDP2 inh | proKLK7 act | UHRF1 binding | MBD2 inh | Tn6 DDE FP
Cc1ccc(-n2c(O)c(C=Nc3ccccc3-c3n[nH]c(=S)[nH]c3=O)c3ccccc3c2=O)cc1C | -7 | 19 | -115 | 23* | -1 | 6 | 3.2 | -3 | 0 | -12
COc1cc(CC(=O)N2CCc3ccccc32)cc(OC)c1OC | 2 | 2 | -1 | -1 | 1 | 2 | -0.4 | 2 | -6 | -1
Cc1ccc(-n2nc(C)c(C(C)(O)C(F)(F)F)c2N)cc1 (configuration not stated) | 7 | -1 | -4 | -1 | 1 | 8 | -0.2 | 0 | -1 | 0
CS(=O)(=O)N(CCc1ccccc1)CC(=O)NCc1ccccc1Cl | 4 | -1 | -1 | 13 | -8 | -7 | 0.0 | 0 | -3 | 0
CCOc1ccc(S(=O)(=O)Nc2cccc(C)c2)c2cccnc12 | -2 | 2 | -9 | -1 | -3 | -1 | 0.2 | 4 | 2 | 3
O=C(CSc1nc2ccccc2c(=O)n1-c1ccccc1)N1CCN(CCO)CC1 | -12 | -1 | 0 | 6 | 2 | -8 | -0.6 | -1 | -7 | -7
Cn1c(-c2ccccc2)c[n+]2c1CCCCC2 | -1 | 0 | 2 | 5 | 2 | 2 | -0.4 | 0 | -4 | -4
COc1ccc(N2CCN(C(=O)c3cc(=O)c4cc(C)cc(C)c4o3)CC2)cc1 | 2 | -4 | 0 | 15 | -1 | -6 | 0.6 | 0 | -5 | 2
COC(=O)[C@]12C[C@H](CC(=O)NCc3ccc(C)o3)C(=O)N(Cc3ccco3)C1=C[C@H](C1CCCC1)O[C@@H]2C | -3 | 5 | 9 | nt | -1 | -6 | -0.2 | 2 | -3 | -1
Cc1ccc(C2CCN(C(=S)Nc3cccc(Cl)c3)C2)cc1 (configuration not stated) | 7 | -1 | -7 | 1 | -2 | 2 | 0.1 | -2 | 1 | 2
O=P(O)(O)c1cc(-c2ccccc2)oc1-c1ccccc1 | -5 | 5 | -3 | -2 | 7 | -5 | -0.2 | 7 | -2 | -8
CCn1cc(C(=O)NCc2ccc(C)cc2)c(=O)c2cc(S(=O)(=O)N(C)C)ccc21 | 5 | 1 | 0 | -4 | -5 | -15 | -0.2 | 3 | -1 | 3
CCC1Oc2ccccc2N(CC(=O)N2CC(C)CC(C)C2)C1=O (configuration not stated) | -13 | -5 | -5 | 1 | 6 | -14 | -0.1 | 0 | 4 | -4
COc1ccc(C2=NN(CC(=O)Nc3cc(C)ccc3C)C(=O)CC2)cc1 | -6 | 5 | -6 | -6 | -4 | -1 | -0.2 | 1 | -5 | -7
COc1ccccc1NC(=O)c1sc2ncn(CC(=O)Nc3ccccc3)c(=O)c2c1C | -1 | 7 | -7 | -2 | 0 | 0 | -0.3 | -2 | -2 | -2
CC(C)(O)C#Cc1cccc(-c2nc(C(=O)NCCCN3CCOCC3)cc3c2[C@H](CCO)N(S(=O)C(C)(C)C)C3)c1 (some centres not stated) | -5 | -1 | 0 | 12 | 1 | 5 | 0.1 | 9 | -1 | 2
